Efflux pump mplx: blocks antifungal efflux pumps in multiplex yeast assay | S. cerevisiae Candida pump triplex, Nile Red efflux | inhibition, % at 10 µM | 330,000 compounds, 0.44% hits | AID 485275;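 active = plate passing quality check with inhibition over a set limit, or well fluorescence over plate mean plus 4 SD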;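 also: Nile Red retained in pooled yeast measured as flow cytometry median fluorescence; 0% = buffer negative control and 100% = Enniatin B positive control; higher means more Nile Red kept so more efflux inhibition; some compounds called inactive have numbers as strong as hits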
CIT2 TOR yeast: modulators of TOR pathway CIT2-GFP in S. cerevisiae | S. cerevisiae CIT2-GFP strain, flow cytometry, 3 h; 100 means same as DMSO wells | GFP response vs DMSO, % at 10 µM | 320,000 compounds, 0.065% hits | AID 2029;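 active = GFP response relative to DMSO above a set limit, near the screen mean plus 3 SD, cut at about 150% in these data; inconclusive = Fewer than 70 cells measured for a yeast strain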;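 also: ratio of well median GFP fluorescence to mean of DMSO wells on the plate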
RPL19A TOR yeast: alters RPL19A-GFP fluorescence in TOR pathway yeast screen | S. cerevisiae RPL19A-GFP strain, flow cytometry, 3 h; active compounds read low | percent response vs DMSO, % at 10 µM | 330,000 compounds, 0.3% hits;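 active = percent response vs DMSO below 50%; inconclusive = fewer than 70 events counted for the yeast strain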;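 also: median channel GFP fluorescence of the barcoded RPL19A-GFP strain; ratio of sample median GFP to plate DMSO average so 100% = DMSO; lower means less RPL19A-GFP as with rapamycin TOR inhibition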
CR mimetic SO: yeast age-related superoxide inhibition as caloric restriction mimetic. S. cerevisiae aged cells, superoxide DHE fluorescence; active compounds read low. superoxide response (% of plate mean), % at 10 µM. 330,000 compounds, 0.18% hits;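 active = superoxide response under a set limit, about three screen SD below normal, cut at about 65% in these data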;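 also: yeast aged for seven days with compound at 30 °C before DHE staining; 100% = average MFI of all compound-treated wells on the plate with controls excluded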
MEP2-GFP yeast: alters MEP2-GFP fluorescence in TOR pathway yeast screen. S. cerevisiae MEP2-GFP strain, flow cytometry GFP, 3 h; 100% = DMSO control level. GFP response vs DMSO, % at 10 µM. 330,000 compounds, 0.51% hits;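 active = GFP response versus DMSO above a set limit, roughly screen mean plus 3 SD, cut at about 180% in these data; inconclusive = fewer than 70 cells counted for a yeast strain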;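 also: median GFP fluorescence of the barcode-gated MEP2-GFP cells per well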
LAP4 TOR yeast: modulators of TOR pathway LAP4-GFP in S. cerevisiae; 320,000 compounds, 0.34% hits; S. cerevisiae LAP4-GFP multiplex, flow cytometry GFP, 3 h; median GFP as percent of DMSO wells; GFP response vs DMSO, % at 10 µM;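 active = GFP response vs DMSO above a set limit, about the screen mean plus 3 SD, cut at about 150% in these data; inconclusive = under 70 cell events counted for the yeast strain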
AGP1-GFP MLPCN: alters AGP1-GFP fluorescence in TOR pathway yeast screen; AID 2066; S. cerevisiae AGP1-GFP multiplex flow cytometry, 3 h; GFP as percent of DMSO wells; GFP response vs DMSO, % at 10 µM; 320,000 compounds, 0.02% hits;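 active = GFP response relative to DMSO above a set limit, near screen average plus 3 SD, cut at about 150% in these data; inconclusive = fewer than 70 cells counted for the yeast strain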;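 also: median GFP channel fluorescence of the gated AGP1 strain per well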
AHR act: activates the human aryl hydrocarbon receptor; P35869; AHR-responsive luciferase reporter cells, luminescence; activation, % at 5 µM; 320,000 compounds, 2.5% hits; in the data active = activation above about 47%;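 also: 0% = vehicle wells and 100% = reference agonist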
Target sequence (P35869 whole entry, looked up): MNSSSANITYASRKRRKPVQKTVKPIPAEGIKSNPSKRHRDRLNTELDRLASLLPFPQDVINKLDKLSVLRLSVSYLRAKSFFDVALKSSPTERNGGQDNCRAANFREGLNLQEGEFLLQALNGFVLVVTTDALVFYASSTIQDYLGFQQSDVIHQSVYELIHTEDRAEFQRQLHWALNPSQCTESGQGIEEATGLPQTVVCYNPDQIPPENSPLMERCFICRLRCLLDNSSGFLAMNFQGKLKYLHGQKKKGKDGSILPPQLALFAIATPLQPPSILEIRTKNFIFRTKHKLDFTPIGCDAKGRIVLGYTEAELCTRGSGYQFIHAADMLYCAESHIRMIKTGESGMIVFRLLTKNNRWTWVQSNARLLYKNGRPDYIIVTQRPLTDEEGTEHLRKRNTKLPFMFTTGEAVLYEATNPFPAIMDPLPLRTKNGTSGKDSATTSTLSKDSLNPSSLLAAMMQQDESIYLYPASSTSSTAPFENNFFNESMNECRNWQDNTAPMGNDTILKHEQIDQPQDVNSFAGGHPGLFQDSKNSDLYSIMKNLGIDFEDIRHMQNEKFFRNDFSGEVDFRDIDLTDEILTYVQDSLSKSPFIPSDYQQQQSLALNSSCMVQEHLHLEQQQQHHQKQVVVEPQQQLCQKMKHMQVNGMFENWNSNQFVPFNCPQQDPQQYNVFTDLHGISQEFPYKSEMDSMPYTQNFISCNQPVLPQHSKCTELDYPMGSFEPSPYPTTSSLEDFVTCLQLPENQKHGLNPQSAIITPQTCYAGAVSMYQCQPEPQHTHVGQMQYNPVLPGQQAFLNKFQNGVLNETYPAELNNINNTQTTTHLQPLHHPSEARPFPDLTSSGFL
Numbers without * were called inactive; ? = inconclusive; · = no result given; [ ] = another dose, or the depositor's remark.

entry | SMILES | Efflux pump mplx | CIT2 TOR yeast | RPL19A TOR yeast | CR mimetic SO
1 | Cn1c(NC(=O)c2ccco2)cc(=O)n(C)c1=O | 0.0 | 93 | 97 | 96
2 | O=C(NCCCN1CCOCC1)c1cc2c(s1)-c1ccccc1OC2 | 0.2 | 92 | 99 | 105
3 | CC(NC(=O)c1cc2c(=O)n3ccccc3nc2n(CC2CCCO2)c1=N)c1ccccc1 (stereo not drawn) | 0.0 | ? | 29*[may fluoresce violet] | 98
4 | CC(=O)c1ccc2cccc3c2c1N=CN3C | 0.5 | 104 | 94 | 100
5 | CCCCN1C(=O)c2ccc(C(=O)Nc3ccc(C)c(S(=O)(=O)N(C)C)c3)cc2C1=O | -0.2 | 99 | 100 | 108
6 | COc1ccc2nc(N3C(=O)CC(Cc4cc(C)cc(C)c4)C3=O)sc2c1 (stereo not drawn) | 0.2 | 93 | 104 | 122
7 | COc1cc(CCC(=O)OCC(=O)Nc2c(C)cc(C)cc2C)cc(OC)c1OC | -0.1 | 91 | 101 | 106
8 | COc1cccc(N(CC(=O)NC(C)(C)C)C(=O)C2CSC(=O)C2)c1 (stereo not drawn) | 0.0 | 96 | 92 | 90
9 | CCOc1nc(C)ccc1-c1noc(CC)n1 | 0.0 | 87 | 97 | 101
10 | COc1ccccc1Nc1ncnc2ccc(C)cc12 | 0.3 | 105 | 103 | 107
11 | CCCc1cc(C(=O)Nc2cc(OC)ccc2OC)cs1 | 0.4 | 90 | 100 | 101
12 | C/C(=C\c1ccco1)C1C(C#N)=C(N)Oc2n[nH]c(-c3ccccc3)c21 (stereo not drawn) | -0.1 | 108 | 101 | 103
13 | O=C(NCCSc1ccc(Cl)cc1)c1ccco1 | 0.1 | 90 | 95 | 83
14 | N#CC1=C2SCCN2C(=O)C(C#N)C12CCCCC2 (stereo not drawn) | 0.0 | 93 | 103 | 96
15 | COc1ccc(OC)c(NC(=O)CCNS(=O)(=O)c2cccc3nsnc23)c1 | -0.1 | 101 | 97 | 96

entry | MEP2-GFP yeast | LAP4 TOR yeast | AGP1-GFP MLPCN | AHR act
1 | 101 | 92 | 105 | 2
2 | 95 | 92 | 96 | 2
3 | 207*[may fluoresce violet] | 57[may fluoresce violet] | ? | -1
4 | 109 | 101 | 89 | 2
5 | 103 | 92 | 102 | 3
6 | 109 | 114 | 96 | 1
7 | 98 | 100 | 94 | 5
8 | 102 | 98 | 97 | 2
9 | 99 | 95 | 98 | -2
10 | 107 | 106 | 97 | 35
11 | 88 | 89 | 92 | 32
12 | 100 | 99 | 100 | 5
13 | 99 | 104 | 91 | 0
14 | 100 | 91 | 102 | 0
15 | 98 | 103 | 102 | 2

Going on with the list.
entry | SMILES | Efflux pump mplx | CIT2 TOR yeast | RPL19A TOR yeast | CR mimetic SO
16 | CCOc1cccc(-c2nnc(SCC(=O)Nc3cc(OC)cc(OC)c3)n2N)c1 | 0.0 | ? | ? | 116
17 | O=C1CCN(CCc2ccccc2)CCN1CCSc1ccccc1 | 0.1 | 69 | 96 | 91
18 | COc1ccc(-c2[nH]ncc2CN2CCCOc3c(cccc3OC)C2)c(OC)c1 | -0.4 | · | 106 | 101
19 | COc1cccc(/C=C/C(=O)OCC(=O)NCc2ccco2)c1 | 0.5 | 107 | 114 | 114
20 | CCOc1ccc(N(CC(=O)Nc2c(C)cccc2C)S(=O)(=O)c2c(C)[nH]c(=O)[nH]c2=O)cc1 | 0.2 | 94 | 99 | 88
21 | CSCCC(NC(=O)C1CCC(C)CC1)C(=O)N1CCN(c2ccccn2)CC1 (stereo not drawn) | 0.0 | · | 93 | 97
22 | COC(=O)Cc1c(C)c2ccc(OCC(C)=O)c(C)c2oc1=O | 0.0 | 77 | 95 | 120
23 | COc1ccc(C(=O)NCC(=O)OCC(=O)NCc2cccs2)cc1 | 0.0 | 100 | 99 | 102
24 | Cc1ccc(S(=O)(=O)NCCC(=O)NNc2c(F)c(F)cc(F)c2F)cc1 | -0.3 | 103 | 101 | 79
25 | CCc1ccc(NC2Nc3cc(C)nn3S2)cc1 (stereo not drawn) | -0.1 | 103 | 99 | 121
26 | Cc1ccc(NC(=O)CSc2ncn[nH]2)cc1S(=O)(=O)N1CCOCC1 | 0.2 | 103 | 106 | 102
27 | C/C(=N\OCC(=O)Nc1ccc(OC(F)(F)F)cc1)c1ccc2c(c1)OCCO2 | -0.3 | 99 | 103 | 90
28 | CCC(C)(C)C1CCC2(CC1)NC(=O)N(CC(=O)NCCOc1ccccc1)C2=O (stereo not drawn) | 0.4 | 94 | 94 | 125
29 | Cc1ccc(C)c(SCc2noc(C(=O)NCC3CCCO3)c2C(=O)O)c1 (stereo not drawn) | -0.1 | 95 | 101 | 92
30 | CC(C(=O)N(C)C)N(C#N)c1nc(N(C)C)nc(N(C)C)n1 (stereo not drawn) | 0.0 | 108 | 99 | 94

entry | MEP2-GFP yeast | LAP4 TOR yeast | AGP1-GFP MLPCN | AHR act
16 | ? | ? | ? | 6
17 | 98 | 134 | 78 | 10
18 | 102 | 96 | 100 | 22
19 | 107 | 75 | 101 | 0
20 | 96 | 97 | 102 | 0
21 | 92 | 91 | 93 | -3
22 | 89 | 86 | 86 | 25
23 | 91 | 104 | 101 | 1
24 | 100 | 99 | 99 | 1
25 | 108 | 101 | 94 | 20
26 | 100 | 102 | 100 | 1
27 | 101 | 104 | 100 | -2
28 | 89 | 86 | 91 | 6
29 | 92 | 106 | 87 | 2
30 | 100 | 107 | · | 0

Additional structures follow:
entry | SMILES | Efflux pump mplx | CIT2 TOR yeast | RPL19A TOR yeast | CR mimetic SO
31 | CCOc1ccc(/C=N/OCC(=O)Nc2ccc(OCc3ccccc3)cc2)cc1OC | 0.0 | 90 | 93 | 108
32 | O=C(O)CCC(=O)NNC(=O)c1cccc(Br)c1 | 0.3 | 99 | 106 | 116
33 | Oc1ccc(-c2[nH]ncc2-c2nc3ccccc3s2)c(O)c1 | 0.0 | 100 | 97 | 147
34 | Cc1c(C(=O)NN)sc(-c2ccccc2)c1C#N | 0.0 | 101 | 99 | 99
35 | Cc1c(N2CCCC2)cc2c(c1N)C(C)(C)CC2(C)C | 0.0 | 103 | 102 | 102
36 | CCOc1ccc(N2C(=O)CC(N3CCC(NC(=O)Nc4ccccc4)CC3)C2=O)cc1 (stereo not drawn) | 0.5 | 99 | 99 | 93
37 | O=C(CSc1nc(C2CCCCC2)n(-c2ccccc2)n1)NCC(F)(F)F | 0.0 | 96 | 96 | 91
38 | CCSc1sc(CC)cc1C=O | -0.1 | ? | 73[may fluoresce violet] | 102
39 | CCCN(CCC)S(=O)(=O)c1cc(Br)cc2c1N(C(=O)CC)CC2 | 0.1 | 106 | 102 | 96
40 | CCN(CCn1cccn1)Cc1nc(-c2ccc(OC)cc2)no1 | 0.1 | 84 | 107 | 92
41 | Cc1ccc(NC2CCCN(C(=O)c3cc(C(C)C)[nH]n3)C2)cc1C (stereo not drawn) | 0.0 | 109 | 107 | 91
42 | O=C(CNC(=O)c1cc(Cl)cc([N+](=O)[O-])c1)NC1CC1 | 0.3 | 82 | 91 | 143
43 | CCc1ccccc1N(CC(=O)NC1CCCCC1)C(=O)CNC(=O)c1ccco1 | 1.8 | 101 | 97 | 103
44 | CCNC(=O)NC(C(=O)OC)C12CC3CC(CC(C3)C1)C2 (stereo not drawn) | 0.0 | 93 | 98 | 103
45 | COc1ccc(/C=C/C(=O)Nc2cccc(S(=O)(=O)N3CCCC3)c2)cc1OC | 1.1* | 93 | 95 | 107

entry | MEP2-GFP yeast | LAP4 TOR yeast | AGP1-GFP MLPCN | AHR act
31 | 97 | 94 | 91 | 8
32 | 111 | 101 | 98 | -1
33 | 98 | 94 | 96 | 49*
34 | 101 | 108 | 103 | 3
35 | 102 | 92 | 98 | 5
36 | 98 | 98 | 93 | -1
37 | 94 | 88 | 95 | 1
38 | 210*[may fluoresce violet] | 72[may fluoresce violet] | 17[may fluoresce violet] | -2
39 | 102 | 99 | 105 | 3
40 | 110 | 105 | 102 | 9
41 | 94 | 67 | 89 | ·
42 | 89 | 94 | 94 | 2
43 | 133 | 104 | 99 | 2
44 | 93 | 102 | 102 | 7
45 | 110 | 110 | 101 | -4

Copied from the list:
Entry of `Cc1ccc(NC(=O)CSc2ncn[nH]2)cc1S(=O)(=O)N1CCOCC1` under AHR act: 1
Entry of `O=C(NCCCN1CCOCC1)c1cc2c(s1)-c1ccccc1OC2` under RPL19A TOR yeast: 99

(listing goes on)
entry | SMILES | Efflux pump mplx | CIT2 TOR yeast | RPL19A TOR yeast | CR mimetic SO
46 | C[C@H]1CN([C@@H](C)CO)C(=O)c2cccc(NC(=O)C3CC3)c2O[C@H]1CN(C)S(=O)(=O)c1cccs1 | -0.3 | 100 | 91 | 104
47 | COc1cc(OC)cc(C(=O)N2CCN(Cc3ccccc3Br)CC2)c1 | -0.1 | 88 | 92 | 110
48 | CCOc1ccccc1N1CCN(C(=O)c2ccc(S(=O)(=O)Nc3ccccc3)cc2)CC1 | 0.0 | 89 | 87 | 110
49 | O=C(N/N=C\c1cccs1)c1ccccc1-n1cccc1 | 0.0 | 93 | 96 | 87
50 | COc1ccc(NS(=O)(=O)c2ccc(NC(=O)c3ccc(CN4CCOCC4)cc3)cc2)cc1 | 0.0 | 81 | 93 | 100
51 | CCOC(=O)c1c(NC(=O)CSc2nnnn2-c2ccccc2)sc2c1CCC(C)C2 (stereo not drawn) | 0.2 | 100 | 107 | 103
52 | O=C(NCCCN1CCOCC1)c1ccc2c(c1)N(Cc1cccc(Cl)c1)C(=O)CS2 | -0.2 | 99 | 96 | 95
53 | CCCCN(C(=O)CCNC(=O)NC12CC3CC(CC(C3)C1)C2)c1c(N)n(CCC)c(=O)[nH]c1=O | -0.1 | 91 | 91 | 81
54 | CCCNC(=O)CN(C)C(=O)c1n[nH]c2ccccc12 | -0.1 | 107 | 104 | 100
55 | CC(C)c1nc(NCCO)c2nnn(Cc3ccccc3)c2n1 | -0.1 | 103 | 100 | 102
56 | O=C(CSCc1ccccc1)Nc1cc([N+](=O)[O-])ccc1F | 0.3 | 101 | 100 | 114
57 | O=C(CNC(=O)c1cncc(Br)c1)Nc1ccc(F)c(F)c1F | 0.0 | 97 | 96 | 104

entry | MEP2-GFP yeast | LAP4 TOR yeast | AGP1-GFP MLPCN | AHR act
46 | 90 | 91 | 91 | 1
47 | 111 | 123 | 96 | 1
48 | 94 | 84 | 91 | 8
49 | 99 | 103 | 94 | 44
50 | 94 | 94 | 98 | -2
51 | 103 | 102 | 108 | -1
52 | 105 | 105 | 102 | 0
53 | 90 | 108 | 100 | 2
54 | 100 | 110 | 105 | 6
55 | 98 | 98 | 107 | 0
56 | 104 | 101 | 100 | 10
57 | 110 | 109 | 96 | 11

Entries listed so far marked active in MEP2-GFP yeast:
| item | smiles | Efflux pump mplx | CIT2 TOR yeast | RPL19A TOR yeast | MEP2-GFP yeast | LAP4 TOR yeast | AGP1-GFP MLPCN | AHR act |
| --- | --- | --- | --- | --- | --- | --- | --- | --- |
| 3 | CC(NC(=O)c1cc2c(=O)n3ccccc3nc2n(CC2CCCO2)c1=N)c1ccccc1 (stereo not drawn) | 0.0 | ? | 29*[may fluoresce violet] | 207*[may fluoresce violet] | 57[may fluoresce violet] | ? | -1 |
| 38 | CCSc1sc(CC)cc1C=O | -0.1 | ? | 73[may fluoresce violet] | 210*[may fluoresce violet] | 72[may fluoresce violet] | 17[may fluoresce violet] | -2 |

Bioassay records deposited in PubChem BioAssay by several laboratories.
